Vc quorum ag: inducers of Vibrio cholerae quorum light production without autoinducers, primary screen, BH1578 luxS cqsA deficient, single point | V. cholerae BH1578 lux reporter, luminescence, 6 h | activation, % at 18.7 µM | 350,000 compounds, 0.16% hits; in the data active = activation mostly above about 9.7%, no sharp cut-off; also: not every result past the cut was called active; inactives centre near 0; reference of the scale not given here
VHR inh abs: VHR1 phosphatase inhibitors, primary screen, biochemical, absorbance, uHTS; 290,000 compounds, 0.52% hits; recombinant VHR phosphatase, pNPP absorbance; Dual specificity protein phosphatase 3 (Homo sapiens), P51452; inhibition, % at 13.3 µM; AID 1654, 2009; in the data active = inhibition above about 50%; also: some compounds called inactive have numbers as strong as hits
Target sequence (P51452 whole entry, looked up): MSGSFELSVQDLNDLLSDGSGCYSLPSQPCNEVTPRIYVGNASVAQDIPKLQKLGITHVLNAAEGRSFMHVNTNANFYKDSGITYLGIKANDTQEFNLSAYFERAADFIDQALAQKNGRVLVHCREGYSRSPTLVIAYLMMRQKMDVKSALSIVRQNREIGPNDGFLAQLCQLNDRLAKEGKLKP
Mtb BioA inh: M. tuberculosis BioA enzyme inhibitors, primary screen, biochemical, plate reader, single point, HTS. purified M. tuberculosis BioA enzyme. inhibition, % at 9.99 µM. AID 602481, 2012. 360,000 compounds, 0.096% hits. 7,8-diaminopelargonic acid synthase BioA (Mycobacterium tuberculosis); in the data active = inhibition above about 40%
Rv3671c inh: Rv3671c serine protease inhibitors, primary screen, biochemical, fluorescence polarization, M. tuberculosis H37Rv | P9WHR9 | inhibition, % at 5.96 µM | 320,000 compounds, 0.048% hits | AID 2606, 2010; in the data active = inhibition above about 38%;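 also: extracellular domain of Rv3671c used as enzyme; 0% = enzyme with DMSO and 100% = no enzyme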
GDH-TPI inh: GDH-TPI coupling enzyme inhibitors, primary screen, artefact control for M. tuberculosis FBA inhibitor project, biochemical, absorbance, full deck; GDH-TPI coupled enzyme counterscreen, NADH absorbance; inhibition, % at 4.8 µM; 360,000 compounds, 1.2% hits; AID 588335, 2011; in the data active = inhibition above about 30%;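 also: 0% = DMSO wells and 100% = wells lacking the enzyme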
3CLpro inhibitor: SARS-CoV 3CLpro protease inhibitors, primary screen, biochemical, quenched FRET; Replicase polyprotein 1ab (Severe acute respiratory syndrome coronavirus), P0C6X7; recombinant SARS-CoV 3CLpro, quenched FRET peptide cleavage; inhibition, % at 6 µM; 290,000 compounds, 0.14% hits; in the data active = inhibition above about 12%
MazF activator: activators of E. coli MazEF toxin-antitoxin RNase, primary screen, biochemical, fluorescence, uHTS; Endoribonuclease toxin MazF (Escherichia coli (strain K12)), P0AE70; FAM/BHQ RNA-DNA oligo cleavage fluorescence, 5 h; activation, % at 20 µM; 350,000 compounds, 0.32% hits; in the data active = activation above about 50%
Target sequence (P0AE70 whole entry, looked up): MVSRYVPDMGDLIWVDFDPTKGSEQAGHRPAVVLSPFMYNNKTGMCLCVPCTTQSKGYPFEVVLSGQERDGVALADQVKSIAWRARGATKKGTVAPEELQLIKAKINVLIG
Mtb UGM inh: M. tuberculosis UGM enzyme inhibitors, primary screen, biochemical, fluorescence polarization, single point; UDP-galactopyranose mutase (Mycobacterium tuberculosis (strain ATCC 25618 / H37Rv)), …; purified UGM, fluorescence polarization probe displacement; inhibition, % at 10 µM; 320,000 compounds, 0.06% hits; in the data active = inhibition above about 10%, passing the limit was not always enough
Target sequence (P9WIQ1 whole entry, looked up): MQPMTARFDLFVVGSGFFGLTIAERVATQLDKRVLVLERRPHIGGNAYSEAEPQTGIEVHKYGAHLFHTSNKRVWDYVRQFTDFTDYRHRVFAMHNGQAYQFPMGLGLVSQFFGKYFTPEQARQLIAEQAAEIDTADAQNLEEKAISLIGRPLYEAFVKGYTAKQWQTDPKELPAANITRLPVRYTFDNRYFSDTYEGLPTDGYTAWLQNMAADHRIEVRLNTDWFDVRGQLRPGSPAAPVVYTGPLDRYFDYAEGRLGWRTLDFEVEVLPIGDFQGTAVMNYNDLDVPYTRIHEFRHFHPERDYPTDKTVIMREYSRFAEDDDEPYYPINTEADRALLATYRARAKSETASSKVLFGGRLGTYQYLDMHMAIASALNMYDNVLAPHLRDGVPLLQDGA
Mtb FBA inh: Mtb FBA enzyme inhibitors, primary screen, biochemical, fluorescence, strain H37Rv; inhibition, % at 1 µM; 360,000 compounds, 2.3% hits; purified M. tuberculosis FBA, fluorescence read-out; Fructose-bisphosphate aldolase (Mycobacterium tuberculosis (strain ATCC 25618 / H37Rv)), …; in the data active = inhibition above about 27%;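 also: 0% = vehicle and 100% = reference inhibitor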
Target sequence (P9WQA3 whole entry, looked up): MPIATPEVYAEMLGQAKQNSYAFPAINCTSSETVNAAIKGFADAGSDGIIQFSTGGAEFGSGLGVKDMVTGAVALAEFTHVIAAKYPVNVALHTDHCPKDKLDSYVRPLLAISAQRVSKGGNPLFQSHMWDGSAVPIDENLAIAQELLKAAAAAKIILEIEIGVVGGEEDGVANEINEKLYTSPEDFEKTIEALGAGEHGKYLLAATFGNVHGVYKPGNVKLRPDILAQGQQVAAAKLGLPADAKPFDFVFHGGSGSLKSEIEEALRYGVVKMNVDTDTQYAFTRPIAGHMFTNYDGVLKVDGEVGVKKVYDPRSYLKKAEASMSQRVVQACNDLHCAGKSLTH
SSB-PriA inh: inhibitors of Klebsiella pneumoniae PriA binding to SSB C-terminal tail, primary screen, biochemical, AlphaScreen. AID 1272365, 2023. AlphaScreen SSBct-PriA binding, biotinylated peptide. 430,000 compounds, 0.6% hits. inhibition, % at 33 µM; in the data active = inhibition mostly above about 37%, no sharp cut-off; inactive = mostly below about 20%;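 also: plate controls were negative control peptide for no effect and reference peptide for full effect; strong numbers were not always called active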
Numbers without * were called inactive; i = inactive; / = not tested or not shown. Not all compounds are listed; the hit share may differ from the screen's.

SMILES	Vc quorum ag	VHR inh abs	Mtb BioA inh	Rv3671c inh	GDH-TPI inh	3CLpro inhibitor	MazF activator	Mtb UGM inh	Mtb FBA inh	SSB-PriA inh
CCCCOCCCNC(=O)Cc1cccs1	i	15	0.4	-9	3	-6	2	1.0	0	5
N/C(=N\S(=O)(=O)c1cc(C(F)(F)F)cc(C(F)(F)F)c1)c1cccs1	0.6	31	/	-1	8	7	6	-0.1	-4	/
O=C(CN1CCN(S(=O)(=O)c2ccccc2)CC1)Nc1ccc(Cl)c([N+](=O)[O-])c1	i	/	1.2	-1	6	/	2	2.9	-1	3
O=C1C(=O)N(CCCn2ccnc2)C(c2ccc([N+](=O)[O-])cc2)/C1=C(\O)c1ccc2c(c1)OCCO2 (configuration not stated)	i	/	2.0	5	15	/	-2	-0.9	3	/
COc1ccc(-c2nnc(SCC(=O)N(C)C3CCS(=O)(=O)C3)n2N)cc1OC (configuration not stated)	0.6	40	/	-1	-2	-3	3	-0.6	1	-5
Cc1[nH]c2ccccc2c1/C=N/NC(=O)c1cccc(S(=O)(=O)Nc2ccccc2Cl)c1	i	0	-1.3	-6	19	0	7	2.9	1	/
O=S(=O)(NCC(Nc1ccc(Cl)cc1)c1ccccc1)c1ccccc1 (configuration not stated)	-0.3	-7	-0.1	-6	-1	2	2	2.5	-3	-5
O=C(N/N=C\c1cccnc1)c1cc(-c2ccc(Cl)s2)[nH]n1	i	22	/	-23	7	1	-3	1.8	0	/
CCNS(=O)(=O)c1ccc(Br)c(OC)c1	-0.2	12	0.3	9	-4	1	4	-1.9	-3	1
Cc1cccc(C(=O)O/N=C/c2c(Cl)n(C)c3ccccc23)c1	0.9	2	-1.7	-9	7	1	2	1.0	-4	/
CN1C(=O)C(=O)N(c2cccc(C(F)(F)F)c2)C1=O	-0.3	/	/	-2	5	/	-1	0.3	1	-2
COc1ccc(N2CCN(C(=O)Cn3cnc4sc(C)c(S(=O)(=O)N5CCOCC5)c4c3=O)CC2)cc1	0.3	22	-1.1	9	-1	-1	-7	-0.7	-1	-5
O=C1N/C(=N\N=C\c2cccnc2)SC1Cc1ccc(SC(F)F)cc1 (configuration not stated)	-0.3	-19	/	8	5	-3	-4	-0.3	2	/
Cc1cc(NC(=O)c2ccc3[nH]c(C)c(C)c3c2)ccn1	-1.3	36	-0.1	/	-5	-6	2	-3.0	0	18
COCCNc1nc(NCCCN2CCCC2=O)c2sccc2n1	-0.7	/	1.1	/	15	/	/	/	4	/
CCOC(=O)c1cc2c(ccn2C)n1CC(=O)N(Cc1ccccc1)c1ccccc1	i	8	/	-4	10	0	6	-0.6	0	24
Cc1cccc(C)c1OCC(=O)NNC(=S)NC(=O)C1CC1	1.6	14	-0.7	-9	5	1	2	-1.1	-1	-1
CC(=O)N/N=C/c1cc([N+](=O)[O-])ccc1OCCOc1ccccc1	i	12	-1.2	1	14	3	8	3.8	-1	/
Cc1cc(C)nc(NS(=O)(=O)c2ccc(NC(=O)c3ccc(S(=O)(=O)N4CC(C)OC(C)C4)cc3)cc2)n1 (configuration not stated)	-0.2	13	/	3	-1	5	3	-0.1	0	-15
CCOc1ccccc1C(=O)NCC(=O)OCc1c(C)noc1C	-0.2	-2	-0.3	-5	4	-4	-6	-2.8	4	-5
CCCNc1nc(C)cc(-c2cc(C(=O)NCc3ccccc3)on2)n1	-0.6	45	-1.1	0	3	/	1	0.5	0	-8
Cn1c(=O)c2cc(S(=O)(=O)N3CCOCC3)ccc2n(C)c1=O	-3.6	-5	-5.7	-4	4	1	-10	-0.9	-4	-4
CCOC(=O)N1CCC(N2CCN(c3cc(C)ccc3C)CC2)CC1	i	15	/	2	0	-1	-7	-1.9	1	-18
CC1(C)CC(=O)C2=C(C1)N(c1ccccc1C#N)C(N)=C(C#N)C2c1cccs1 (configuration not stated)	-1.4	15	/	-6	2	3	7	0.9	-5	17
COC(=O)c1ccc(OCC(=O)NC(C)(C)C)cc1	-0.4	30	-0.6	4	-14	-6	5	-1.3	-2	-1

Further entries follow:
SMILES	Vc quorum ag	VHR inh abs	Mtb BioA inh	Rv3671c inh	GDH-TPI inh	3CLpro inhibitor	MazF activator	Mtb UGM inh	Mtb FBA inh	SSB-PriA inh
Cc1cc(Cl)ccc1NC(=S)N1CCN(Cc2ccccc2)CC1	-0.5	18	9.3	2	-2	-3	-2	-2.2	-1	1
COc1ccc(NS(=O)(=O)CC(C)C)c(OC)c1	-0.3	-13	/	-11	-2	0	4	-1.9	-1	19
O=C(NCC(=O)N1CCN(Cc2ccccc2)CC1)c1cccs1	-0.2	/	2.0	10	11	/	8	1.0	-2	5
COc1ccc(-c2nsc3c(SCc4ccccc4)ncnc23)cc1	-0.2	19	/	9	-4	4	-12	1.0	0	-31
O=C(O)CN1CCN(c2ncc(C(F)(F)F)cc2Cl)CC1	-0.3	0	-1.6	-12	-4	1	15	0.1	3	3
Cc1ccc(OCCn2cnc3cc([N+](=O)[O-])ccc3c2=O)cc1	i	17	-1.4	-1	0	2	5	-0.8	3	-5
Cc1ccc(SCc2c(C(=O)N/N=C/c3ccc4c(c3)OCO4)nnn2-c2nonc2N)cc1	-0.3	10	-0.6	-11	12	-2	23	-0.5	0	/
Oc1ccc(-c2[nH]ncc2-c2ccc(Cl)cc2)c(O)c1	-0.7	31	2.6	-1	5	4	0	-2.0	-3	5
O=C(c1ccc(NS(=O)(=O)c2ccc(F)cc2)cc1)N1CCOCC1	i	/	-2.0	3	2	/	6	-0.7	-3	3
CC(=O)Nc1ccc(CCCCc2ccc(NC(C)=O)cc2)cc1	i	/	-0.8	/	6	/	3	/	2	-7
CN(C(=O)COC(=O)c1ccc2c(=O)n3c(nc2c1)CCC3)C1CCS(=O)(=O)C1 (configuration not stated)	-1.1	-3	0.1	16	4	2	5	0.5	5	-10
O=C(CSc1ccc(-c2ccco2)nn1)Nc1ccccc1	i	-12	/	5	8	-1	5	-0.7	6	-3
N#CCOc1nc(N2CCOCC2)nc(N2CCOCC2)n1	-0.3	1	-1.0	5	2	0	-4	-1.2	-1	-7
COc1ccc(/C=N/NC(=O)c2ccc(N)cc2)cc1Cn1cc([N+](=O)[O-])cn1	2.6	-2	/	-14	20	-6	-4	1.7	2	/
Cc1nc(N)nc(N)c1/C=C/C(C)(C)c1ccc(Cl)cc1	-0.5	-11	/	/	-3	0	2	/	-2	-7
NC(=O)CSc1nnc(-c2ccc3c(c2)OCO3)o1	i	9	-1.7	8	8	3	-3	2.4	2	1
CNC(=O)COc1ccc(Cl)c2cccnc12	-0.3	3	-1.1	2	4	-5	9	3.6	7	0
CC(C)c1nc2n[nH]c(N)c2c2c1CCCC2	5.0	24	2.0	4	11	5	2	-4.9	-2	4
O=C(Nc1ccccc1)N1CCN(c2cccc(C(F)(F)F)c2)CC1	-2.0	7	0.6	1	5	-1	-5	2.9	-1	-21
CCn1c(=O)c(C(=O)NCc2ccc(F)cc2)c(O)c2ccccc21	i	8	-0.8	-4	3	1	3	0.9	-1	-2
O=C(Nc1ccc(-c2cn3ccccc3n2)cc1)c1ccco1	-3.1	-5	0.0	2	27	-3	5	/	-1	8
O=CN1CCN(C(=O)c2cccc3c2-c2ccccc2C3=O)CC1	-1.0	/	4.2	0	1	-2	8	1.4	1	-5
O=C(COc1ccc(Cl)cc1)NCCCn1ccnc1	-0.4	11	-1.6	-8	3	-2	-6	-0.8	3	13
CCN(C(=O)c1c(C)cc(=O)oc1C)c1ccc2c(c1)OCO2	1.6	34	14	6	9	0	1	-0.6	0	-3
COc1cccc(CC(=O)Nc2ccc(S(=O)(=O)N3CCOCC3)cc2)c1	-0.7	/	-1.9	10	8	/	2	-1.1	3	-12

Complete entries, quoted from the list.
`COc1ccc(-c2nsc3c(SCc4ccccc4)ncnc23)cc1` as listed: Vc quorum ag = -0.2; VHR inh abs = 19; Mtb BioA inh = /; Rv3671c inh = 9; GDH-TPI inh = -4; 3CLpro inhibitor = 4; MazF activator = -12; Mtb UGM inh = 1.0; Mtb FBA inh = 0; SSB-PriA inh = -31
`COc1ccc(NS(=O)(=O)CC(C)C)c(OC)c1` as listed: Vc quorum ag = -0.3; VHR inh abs = -13; Mtb BioA inh = /; Rv3671c inh = -11; GDH-TPI inh = -2; 3CLpro inhibitor = 0; MazF activator = 4; Mtb UGM inh = -1.9; Mtb FBA inh = -1; SSB-PriA inh = 19

Grouped by structure: those above with a furan ring, fused or not
SMILES	Vc quorum ag	VHR inh abs	Mtb BioA inh	Rv3671c inh	GDH-TPI inh	3CLpro inhibitor	MazF activator	Mtb UGM inh	Mtb FBA inh	SSB-PriA inh
O=C(CSc1ccc(-c2ccco2)nn1)Nc1ccccc1	i	-12	/	5	8	-1	5	-0.7	6	-3
O=C(Nc1ccc(-c2cn3ccccc3n2)cc1)c1ccco1	-3.1	-5	0.0	2	27	-3	5	/	-1	8

Next section:
SMILES	Vc quorum ag	VHR inh abs	Mtb BioA inh	Rv3671c inh	GDH-TPI inh	3CLpro inhibitor	MazF activator	Mtb UGM inh	Mtb FBA inh	SSB-PriA inh
c1ccc2c(CNn3cnnc3)cccc2c1	1.9	-4	0.9	1	-3	-2	5	-0.2	1	-3
Cc1[nH]nc2ncc(C(=O)c3ccccc3O)cc12	-0.3	35	8.2	-13	0	0	1	0.2	3	5
Cc1csc(N(C(=O)c2ccc(S(=O)(=O)N(C)C)cc2)c2ccccc2)n1	-0.4	20	-1.9	-1	2	1	1	3.2	0	-17
CCNC(=O)C1CCCN(C(=O)c2cccs2)CC1 (configuration not stated)	-0.5	/	0.3	/	-4	/	/	/	-4	/
O=C(c1ccccc1)c1ccc(N2CCOCC2)cc1	-1.2	/	/	/	38*	/	5	/	3	-16
CCN1CCN(C(=O)Nc2cccc3ccccc23)CC1	-0.4	25	0.7	0	1	-2	-1	1.8	44*	-11
COc1cc(NC(=O)CSc2nnc3ccccn23)cc(OC)c1OC	-3.7	/	1.3	/	-6	/	6	/	-4	/
C=C1SC(Nc2c(C)cccc2C)=NC12CCCCC2	-0.6	-7	-0.9	-1	-2	1	8	5.3	2	2
O=c1[nH]c2ccc(S(=O)(=O)NCc3ccccn3)cc2s1	i	5	-1.1	-1	-12	4	-2	-1.1	0	-7
CCCC(=O)c1c[nH]c(C(=O)NCc2ccco2)c1	0.8	10	-0.5	2	-6	-7	4	-2.9	2	-11
c1ccc2c(CCNC3CCCCC3)c[nH]c2c1	-1.5	12	/	-11	-2	1	-11	0.9	1	6
Cc1ccc(NC(=S)NNC(=S)NCc2ccccc2)cc1	2.6	12	-1.0	5	3	-1	-5	2.6	-1	13
COc1cc(S(=O)(=O)NC2CCSc3ccccc32)ccc1NC(C)=O (configuration not stated)	i	12	-0.1	-8	0	2	3	3.3	0	0
O=S(=O)(Cc1ccccc1)NCC1CCCN(Cc2ccc(F)c(F)c2)C1 (configuration not stated)	-0.3	38	1.7	5	-3	10	1	-2.3	0	-1
CCOc1cc(-c2nc(-c3ccc(C)nc3OCC)no2)cc(OCC)c1OCC	-2.0	-13	-0.7	2	-6	-4	0	-2.8	0	-29
O=C(NCc1ccc(F)cc1)C1C2C=CC3(CN(Cc4cccnc4)C(=O)C13)O2 (configuration not stated)	-0.3	-15	-2.3	0	26	3	8	-0.8	3	-6
Cn1nc(C(=O)OCc2ccc(F)cc2)c2ccccc2c1=O	-0.3	10	1.6	3	2	-2	3	2.0	4	-4
Cc1ccc(OCC(=O)c2cc(C)n(-c3ccccc3)c2C)c([N+](=O)[O-])n1	-0.4	13	/	3	16	2	-9	-1.3	0	17

Screens (PubChem)
